High-throughput results: PubChem, The Scripps Research Institute Molecular Screening Center
OXTR potentiator: potentiates the human oxytocin receptor response | P30559 | CHO-OTR cells, Fluo-8 calcium fluorescence, potentiator mode; 0% = oxytocin EC15, 100% = EC100 | activation, % at 3 µM | 320,000 compounds, 0.061% hits | AID 2445;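 active = activation above that plate's cutoff, the mean activation of tested compounds plus 3 SD, cut at about 6.6% in these data, passing the limit was not always enough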;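 note: 100% uses oxytocin at 75 nM as the full agonist control; some results filed as inactive read as strong as hits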
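test system = CHO-OTR cells, human receptor | compound = single-point 3.0 µM | schedule = 6 min compound pre-incubation at room temperature, 100 s kinetic read | signal = Fluo-8 no-wash calcium dye fluorescence, excitation 470-495 nm, emission 515-575 nm | repeats = single well per compound, singlicate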
CHRM1 PAM: positive allosteric modulators of human M1 muscarinic receptor; P11229; CHO-K1 hM1, Fluo-8 calcium fluorescence, ACh EC20; 0% = ACh EC20, 100% = maximal ACh; activation, % at 3 µM; 360,000 compounds, 0.088% hits; AID 588819; in the data active = activation above about 19%, passing the limit was not always enough
TAAR1 antag: human TAAR1 antagonism; CHO RD-HGA16 TAAR1, Fluo-8 calcium fluorescence, antagonist; 360,000 compounds, 1.5% hits; inhibition, % at 3 µM; Q96RJ0;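 active = inhibition above a per-plate cutoff, the mean inhibition of test compounds on that plate plus 3 SD, cut at about 49% in these data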;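 note: 0% = DMSO plus EC80 beta-PEA response and 100% = DMSO alone without agonist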
Target sequence (Q96RJ0 whole entry, looked up): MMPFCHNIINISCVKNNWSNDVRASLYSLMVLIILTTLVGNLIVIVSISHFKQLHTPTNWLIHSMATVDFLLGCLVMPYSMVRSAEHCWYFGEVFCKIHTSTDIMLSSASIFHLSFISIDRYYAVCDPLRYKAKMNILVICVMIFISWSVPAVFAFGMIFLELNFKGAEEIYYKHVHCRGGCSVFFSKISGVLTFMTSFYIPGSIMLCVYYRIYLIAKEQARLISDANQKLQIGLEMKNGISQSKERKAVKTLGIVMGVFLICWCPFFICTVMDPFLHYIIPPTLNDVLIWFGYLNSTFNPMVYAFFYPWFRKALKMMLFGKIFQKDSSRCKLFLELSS
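Test system: RD-HGA16 CHO cells with stable hTAAR1 and Gα16 / Probe or stimulus: EC80 β-phenethylamine stimulus / Times: seeding 17-24 h prior, 75-min 37 °C, 30-min RT dye loading / Detection: Fluo-8 calcium-sensitive fluorescence / Read-out basis: % inhibition scaled between DMSO and EC80 PEA controls / Repeats: singlicate, one well per test compound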
OXTR ag: human OXTR agonism; CHO-OTR cells, Fluo-8 calcium fluorescence; normalized: DMSO 0%, oxytocin 100%; P30559; AID 2435; 320,000 compounds, 0.32% hits; activation, % at 3 µM;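 active = activation above the mean of all tested compounds plus 3 SD, cutoff set per screening run, cut at about 20% in these data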;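 note: peak over basal fluorescence ratio from a 100 s FLIPR kinetic read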
TAAR1 agonist: agonists of human TAAR1. Q96RJ0. CHO RD-HGA16 TAAR1, Fluo-8 calcium fluorescence; vehicle wells 0%, saturating PEA agonist 100%. activation, % at 3 µM. 360,000 compounds, 0.99% hits. AID 624467;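 active = activation above the mean activation of all test compounds in the run plus 3 SD, cut at about 38% in these data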
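Benchmarks: low control DMSO, high control PEA (EC100); System: CHO RD-HGA16 cells carrying human TAAR1 plus Gα16; Detection: Fluo-8 fluorescence, 5 s baseline then 140 s kinetic read; Schedule: 17-24 h plating, Fluo-8 75 min 37 °C, 30 min RT; Read-out basis: % activation from peak over basal fluorescence ratio, DMSO-to-PEA scaled.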
CHRM1 agonist: agonists of human M1 muscarinic receptor; P11229; activation, % at 3 µM; 360,000 compounds, 0.33% hits; CHO-K1 hM1, Fluo-8 calcium fluorescence, agonist mode; 0% DMSO, 100% acetylcholine EC100;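 active = activation above the run's mean compound activation plus 3 SD, cut at about 16% in these data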;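 note: peak over basal fluorescence ratio within a 140 s kinetic read after compound addition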
CHRM1 antagonist: human CHRM1 antagonism | P11229 | CHO-K1 hM1, Fluo-8 calcium fluorescence, ACh EC80 antagonist | inhibition, % at 3 µM | 360,000 compounds, 1.3% hits | AID 588852;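 active = percent inhibition above its own plate's cutoff, namely the mean of that plate's compound wells plus 3 SD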;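 note: peak over basal fluorescence ratio during 140 s after agonist addition; 0% = ACh EC80 plus DMSO and 100% = DMSO alone without agonist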
CHO parental Ca: counter-screen for OX1R antagonists: effect in parental CHO cells; 330,000 compounds, 0.63% hits; inhibition, % at 5.6 µM; AID 463079; parental CHO-K1, ATP-induced calcium, Fluo-8 fluorescence;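 active = inhibition above that plate's mean sample inhibition plus 3 SD, cut at about 26% in these data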;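 note: 0% = ATP-challenged DMSO wells and 100% = DMSO wells without ATP; some compounds past the cut are filed as inactive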
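Material – parental CHO cells · Reagent – ATP stimulus · Compound – single nominal dose of 5.6 µM per compound · Detection – Fluo-8 fluorescence · Read-out basis – percent inhibition of calcium signal · Controls – ATP-challenged DMSO wells low, unchallenged DMSO wells high · Repeats – no replicates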
V1aR counter: counter-screen for oxytocin receptor agonists: human V1a receptor agonists. P37288. CHO-V1R cells, Fluo-8 calcium fluorescence, agonist mode; 0% DMSO, 100% 3 nM vasopressin. activation, % at 3 µM. 320,000 compounds, 0.25% hits. AID 2797;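 active = activation above the mean activation of all tested compounds plus 3 SD, per screening run, cut at about 20% in these data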;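 note: signal is peak over basal fluorescence ratio across a 100 second FLIPR read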
Target sequence (P37288 whole entry, looked up): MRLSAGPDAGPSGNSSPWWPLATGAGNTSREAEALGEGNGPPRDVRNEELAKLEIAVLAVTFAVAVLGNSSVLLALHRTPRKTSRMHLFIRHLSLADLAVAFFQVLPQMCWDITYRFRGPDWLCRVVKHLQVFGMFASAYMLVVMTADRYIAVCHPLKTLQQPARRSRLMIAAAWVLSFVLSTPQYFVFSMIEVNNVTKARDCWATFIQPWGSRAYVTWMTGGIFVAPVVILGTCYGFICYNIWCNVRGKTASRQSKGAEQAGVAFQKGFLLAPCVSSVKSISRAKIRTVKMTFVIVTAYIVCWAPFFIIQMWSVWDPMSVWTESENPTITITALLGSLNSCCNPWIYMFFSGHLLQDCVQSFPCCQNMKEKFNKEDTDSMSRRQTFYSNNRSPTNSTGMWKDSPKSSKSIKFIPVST
* = called active by the depositor; / = not tested or not shown. Hits appear at their usual frequency, and some 3.7% of all compounds hit somewhere here.

Under each structure: V1aR counter	OXTR ag	CHRM1 antagonist	TAAR1 agonist	OXTR potentiator	CHRM1 PAM	CHO parental Ca	TAAR1 antag	CHRM1 agonist
- CC1CCN(C(=O)c2ccc(-n3cnnn3)cc2)CC1
 : 1.0	1.8	-13	0	-10	-1	9	15	-3
- Cc1ccc(S(=O)(=O)N2CCOCC2)cc1NC(=O)COc1cccc(-n2cnnn2)c1
 : 1.8	0.8	-7	3	1	3	-28	32	-4
- COCCCn1c(=O)/c(=C\c2ccc(OC(F)F)c(OC)c2)s/c1=C(/C#N)C(N)=O
 : -0.6	0.1	-2	6	3	0	-2	-16	-6
- COc1ccc(NC(=S)N(CCCN2CCOCC2)C(C)c2cc3cccc(OC)c3o2)cc1 (stereo not drawn)
 : -0.4	0.0	-3	0	2	-2	-17	-15	-4
- O=C(CSc1ccc2nnc(-c3ccccc3)n2n1)NCc1ccco1
 : -0.5	-0.5	-2	5	-6	3	-9	5	-6
- Cc1ccc([C@H]2C[C@@H](O)[C@H](n3cc(C4CC4)nn3)CN2C(=O)c2cccs2)cc1
 : /	/	-8	1	/	7	/	-4	-2
- COC(=O)c1ccccc1NC(=S)NC(=O)c1ccc(C)cc1
 : -0.4	-2.3	4	1	-8	2	-17	-2	-3
- COc1ccc(C)cc1NC(=O)CSc1nc(=O)n(CCCN2CCOCC2)c2c1CCCC2
 : -0.2	0.2	-1	0	4	-6	-21	-9	-8
- COc1ccc(OC)c(S(=O)(=O)N2CCCCCC2)c1
 : -1.5	-1.1	-12	7	-17	2	-9	-12	-3
- CCOC(=O)C1C(=O)N(O)CC1c1cccc(Oc2ccccc2)c1 (stereo not drawn)
 : 0.0	-1.8	10	2	-1	1	-10	-4	-3
- CN1CCN(c2ccc(Cl)cc2NC(=O)CCN2C(=O)c3ccccc3C2=O)CC1
 : 0.3	-1.2	7	1	1	-1	-21	-23	-6
- Cc1cc(C)cc(N2CC(C(=O)O)CC2=O)c1 (stereo not drawn)
 : 0.3	1.3	-15	12	-7	9	6	8	-5
- CC(=O)NC(=S)Nc1ccccc1N1CCCCC1
 : -0.1	-1.8	-8	3	-4	4	-12	-16	-10
- O=C(COC(=O)c1cc(=O)[nH]c2ccccc12)Nc1nc(-c2ccccc2)cs1
 : 1.6	-0.3	21	7	11	-5	-6	50*	-1
- CN(C)C(=O)CCc1ccc2c3c([nH]c2c1)[C@]1(C)[C@@H](C(=O)N2CCCCC2)C[C@H](CC(=O)NC(C)(C)C)C(=O)N1CC3
 : /	/	8	1	/	-7	-7	-12	-3
- CC1CCN(CCCNC(=O)C2CCN(S(=O)(=O)N3CCC4(CC3)OCCO4)CC2)CC1
 : 0.7	2.7	0	2	4	-3	1	-23	-9
- COc1cccc(CN2CCN(Cc3[nH]c4ccccc4c3C)CC2CCO)c1 (stereo not drawn)
 : 2.3	3.7	-1	11	-16	3	-5	-1	-7
- CCC(C)C1C(C#N)=C(N)Oc2n[nH]c(C)c21 (stereo not drawn)
 : 1.1	0.8	-9	1	-6	11	-13	0	1
- CCCCN1CC(CO)Oc2cccc(F)c2S1(=O)=O (stereo not drawn)
 : /	/	-10	0	/	12	/	3	1
- CCOC(=O)c1cn(CC(=O)Nc2ccccc2C(=O)OCC)nn1
 : 1.6	0.3	-15	1	2	11	-11	8	-2
- C[n+]1cc(C(=O)N2CCCCC2)ccc1/C=C/c1c[nH]c2ccccc12
 : 4.5	7.1	-5	25	-8	1	5	1	-11
- Cc1cc(OCC(=O)N2CCN(c3ccccn3)CC2)cc(C)c1Br
 : -0.7	-2.2	3	-1	-8	0	-23	-4	-4
- Cc1ccc(N2CC(C(=O)OCC(=O)c3c(N)n(CC(C)C)c(=O)n(C)c3=O)CC2=O)cc1 (stereo not drawn)
 : 0.9	-0.8	4	4	-2	-2	1	19	-4
- CC1CCN(CCOc2cc(Cl)ccc2Cl)CC1
 : -0.4	-0.9	6	6	-7	-3	-21	7	-9
- COc1ccccc1NC(=O)CSc1ccc2nnc(CCNC(=O)c3ccccc3)n2n1
 : 2.2	0.9	-18	3	-7	18	-16	-22	0
- CCC(C)(C)NC(=O)C(C)OC(=O)c1nsc(Cl)c1Cl (stereo not drawn)
 : -0.3	-1.3	-10	3	-11	12	-15	-12	-4
- CCOc1ccc(S(=O)(=O)N2CCN(S(=O)(=O)c3ccc(C(C)=O)cc3)CC2)cc1
 : 0.7	0.7	-4	-3	-5	7	10	3	-5
- O=C(C1CCCN(S(=O)(=O)c2cnc[nH]2)C1)N(CCc1ccccc1)Cc1ccccc1 (stereo not drawn)
 : -0.4	0.6	-5	19	0	3	-12	-3	-1
- COc1ccc2oc(C(=O)NCc3cc(OC)c(OC)cc3OC)c(C)c2c1
 : 8.1	3.9	3	3	-5	-6	-4	10	1
- O=C(O)c1cnn2c(-c3ccc(F)cc3)ccnc12
 : 0.8	1.3	-4	8	0	7	11	-5	-4
- COc1cc(-c2cc3nc(NCc4ccco4)ccn3n2)cc(OC)c1OC
 : /	/	-4	2	/	-2	/	21	-3
- CCOC(=O)c1cc(-c2ccccc2)sc1NC(=S)Nc1cccc(C)n1
 : 1.1	0.8	-20	0	-6	12	-3	0	-3
- CSCCC(NC(=O)COc1ccccc1)C(=O)N1CCC(C(N)=O)CC1 (stereo not drawn)
 : 0.3	0.2	13	1	-7	-6	-5	-7	-2
- COc1ccc(S(=O)(=O)N(C)c2ccc(OC(=O)C(C)Oc3ccc(F)cc3)cc2)cc1 (stereo not drawn)
 : 3.1	3.5	-10	4	-4	5	-5	1	-1
- CNc1nc(SCc2ccccc2Cl)nc2c1CCCC2
 : 2.9	-2.5	6	6	-13	-3	0	17	-4
- COc1ccc(CNC(=O)CCCn2nc(C)c([N+](=O)[O-])c2C)cc1
 : -0.6	-1.7	-10	4	-12	5	-19	-1	3
- O=C(c1[nH]ncc1[N+](=O)[O-])N1CCOCC1
 : -0.7	-0.3	1	2	-4	12	2	-19	2
- COc1ccc(C(=O)NC2CCN(C(=S)NCc3ccco3)CC2)cc1
 : 1.1	1.1	1	0	-11	4	-19	-2	-3
- COc1cc(/C=N/NC(=O)C(=O)Nc2ccccn2)ccc1O
 : 1.5	-0.5	-6	5	-4	4	-1	-3	-4
- COc1ccccc1CNC(=O)c1cc(-c2ccc(F)cc2C)n[nH]1
 : /	/	-11	1	/	7	/	-39	-2
- Cc1ccccc1NC(=O)COc1coc(CN2CCN(c3ccccc3)CC2)cc1=O
 : 1.5	3.7	-14	0	-5	7	-1	-3	0
- CC1(C)CC(=O)C2=C(C1)Nc1ccccc1NC2c1cccs1 (stereo not drawn)
 : -0.7	-1.1	-6	2	-8	2	-4	-14	-3
- CCOc1ccc(CCNC(=O)CCc2nnc3ccc(N4CCCC4)nn23)cc1OCC
 : -0.2	-0.9	-9	0	-10	1	4	-8	-9
- CC(C)(C)NC(=O)c1ccc2c3c(cccc13)CC2
 : -2.1	-0.9	-6	6	-12	3	-19	1	-12
- CCCCOc1ccc(/C(O)=C(\C#N)c2nc3ccccc3[nH]2)cc1
 : -0.3	0.6	-14	3	-10	4	-17	-14	-5
- COc1ccc(O)c(/C=N/NC(=O)CN2CCS(=O)(=O)CC2)c1
 : 0.8	0.3	-8	1	-4	-5	-1	-15	0
- C=CCNC(=O)c1ccc2nccnc2c1
 : 0.2	0.1	6	-2	3	1	0	-2	-4
- Oc1ccccc1/C=N/N1CCN(c2ccccn2)CC1
 : 1.7	1.4	9	3	3	-3	-8	6	-2
- O=C(NCCN1C(=O)S/C(=C/c2cccnc2)C1=O)c1ccc(S(=O)(=O)N2CCCC2)cc1
 : /	/	21	3	/	-17	/	45	-6
- Cc1ccc(Nc2nc(N3CCOCC3)c3ccccc3n2)cc1
 : 2.8	1.8	1	32	-4	-1	-8	24	-3

Complete entries as entered above. Screens in order: V1aR counter	OXTR ag	CHRM1 antagonist	TAAR1 agonist	OXTR potentiator	CHRM1 PAM	CHO parental Ca	TAAR1 antag	CHRM1 agonist
`C=CCNC(=O)c1ccc2nccnc2c1` is listed as 0.2	0.1	6	-2	3	1	0	-2	-4
`O=C(NCCN1C(=O)S/C(=C/c2cccnc2)C1=O)c1ccc(S(=O)(=O)N2CCCC2)cc1` is listed as /	/	21	3	/	-17	/	45	-6

(list continues)
Under each structure: V1aR counter	OXTR ag	CHRM1 antagonist	TAAR1 agonist	OXTR potentiator	CHRM1 PAM	CHO parental Ca	TAAR1 antag	CHRM1 agonist
- CCOC(=O)C1(NC(=O)C2(NC(=O)CN3C(=O)c4ccccc4C3=O)CCCC2)CCCC1
 : /	/	-16	0	/	8	/	-5	-1
- Cc1nn(Cc2ccc(Cl)cc2Cl)c(C)c1NC(=O)c1sc2ccccc2c1Cl
 : 1.5	-0.3	0	4	-8	8	3	-7	-3
- CC(C)(C)C(=O)NC(=S)Nc1cc(C(=O)O)ccc1Cl
 : 0.4	-0.1	-12	1	-4	4	-9	7	-4
- CCC(C)(C)C1CCC(=NNC(=O)c2ccc(Br)o2)CC1 (stereo not drawn)
 : 0.1	-1.8	-9	0	-2	-3	-8	2	-3
- O=C(c1cncc(Br)c1)N1CCN(c2ccc(N3CCOCC3)nn2)CC1
 : 1.2	0.2	-12	0	-2	9	6	-25	-11
- Cc1cc(-c2nn3c(-c4ccccc4)nnc3s2)c2ccccc2n1
 : -0.5	-0.7	0	1	-1	-5	-12	19	-12
- COc1ccc(Cc2nc3ccccc3[nH]c2=O)cc1
 : 2.6	1.4	-3	3	-2	4	-16	5	-2
- Cc1cccc(C)c1NC(=O)C1(N(Cc2ccco2)C(=O)Cn2nnnc2N)CCCCC1
 : 0.3	-1.5	-8	-1	1	-1	-11	11	-4
- COC(=O)c1ccccc1NC(=S)NC(=O)c1ccccc1F
 : -1.2	-2.4	5	-2	-5	-3	-17	-5	-7
- CC[C@]1(C(=O)OC)[C@H]2C(=O)N(Cc3ccccc3)C(=O)[C@H]2[C@H]2CN=C(SCc3ccccc3)N21
 : /	/	-22	0	/	14	-23	-5	-5
- O=c1n2c(c(O)n1C1CCCCC1)C(c1ccccc1)=Nc1ccccc1C2
 : /	/	-40	-1	/	5	/	-4	-5
- Cc1ccc(NC(=O)CN(C)C(=O)CSc2nnc(C)s2)cc1
 : 1.8	2.2	-13	4	0	5	6	-6	-2
- Cc1ccc(C(=O)OCC(=O)NCc2ccc(F)cc2)o1
 : -0.1	-0.1	-10	4	2	7	-8	-3	-4
